High-throughput results deposited in PubChem by National Center for Advancing Translational Sciences (NCATS).
MLL CXXC-DNA inh – inhibitors of human MLL CXXC domain-DNA interaction. MLL-CXXC / FITC-HOXA9 DNA fluorescence polarization. Q03164. hit rate 0.037% among 290,000. Potency, µM (series often up to 115 µM), for the others: at the highest dose activity change, negative = inhibition, usual class: inhibitors. AID 2662; active = well fitted inhibition curve with a large enough effect in the polarisation, with a control signal flat, not every such curve was filed as active; inconclusive = small, poorly fitted or top-dose-only effect, or effect the other way, or a change in a side signal; inactive = no such curve, though single readings can be large or run the other way; the % refers to the polarisation; note: potency is the fitted concentration of half-maximal effect
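Fluorescence polarization: 7 uM MLL-CXXC (stock) preincubated 5 min with compounds, then 50 nM fluorescein-HOX-A9 DNA (stock) added; 30 min ambient. Buffer 50 mM Tris-HCl pH 7.5, 50 mM NaCl, 1 mM DTT, 0.05% BSA.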
MBNL1 CUG block – blocks human MBNL1 binding to CUG repeat RNA; Q9NR56; TR-FRET MBNL1-His/biotin-(CUG)12 binding, 665/545 ratio; Potency, µM (doses to about 57.5 µM), for the others: at the top dose activity change, negative = inhibition, hits mostly inhibitors; hit rate 0.036% among 280,000; active = well fitted inhibition curve with a large enough effect in the signal ratio, with a control signal flat, not every such curve was filed as active; inconclusive = small, poorly fitted or top-dose-only effect, or effect the other way, or a change in a side signal; inactive = no such curve, though single readings can be large or run the other way; the % refers to the signal ratio; note: potency is the fitted concentration of half-maximal effect; % is set by controls: 0 for no effect and ±100 for the full control effect
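Compounds (final 92 nM to 58 uM) are added to His-tagged MBNL1 and biotin-(CUG)12, then terbium anti-His antibody and streptavidin-XL665 (5 nM final). After 60 min at room temperature, the 665/545 nm ratio is read.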
Integrin act MD – activates integrin-mediated alleviation for muscular dystrophy; hit rate 0.064% among 350,000; alpha7betagal myoblasts, beta-gal FDG fluorescence, 48 h; Potency, µM (top dose mostly 38.3 µM), for the others: at the highest dose activation, actives largely listed as activators; AID 624291;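 note: potency is the fitted concentration of half-maximal effect; 100% = response of the positive control SU9516; nearly all actives have a fitted effect of over 60% in size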
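alpha7betagal+/- myoblasts (passage 13, 250/well) treated 48 h at 37C with compounds at 1:260 dilution of DMSO stock. Lysed, then beta-galactosidase activity read as FDG fluorescence (ex 480/em 540) after 30 min, with pre-read for autofluorescence.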
S-ASM inh – blocks human secretory acid sphingomyelinase. P17405. placental ASM, HMU-PC fluorogenic substrate, 60 min. Potency, µM (highest dose often 57.5 µM), for the others: top-dose activity change, negative = inhibition, usual class: inhibitors. hit rate 0.006% among 340,000. AID 504937; note: potency is the fitted concentration of half-maximal effect
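Human placenta-derived ASM preincubated with compound 10 min at room temperature, then reacted with 9 uM (final) fluorogenic HMU-PC substrate for 60 min at 37 C. Stop solution raises pH to 10; fluorescence read at Ex 386/Em 447 nm.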
AT treatment – potential ataxia-telangiectasia treatments restoring KAP-1 phosphorylation; AID 485349; Potency, µM (top dose mostly 57.5 µM), for inactives: at the top dose activation, usual class: activators; hit rate 0.19% among 320,000; […] A-T fibroblasts, KAP-1 phosphorylation AlphaLISA; neocarzinostatin DNA damage 30 min before lysis; note: potency is the fitted concentration of half-maximal effect; % of control where 0% means no effect; nearly all actives have a fitted effect of over 45% in size
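ATM-like activity read as KAP-1 phosphorylation via AlphaLISA donor/acceptor antibody pairs after lysis and 6 hr at 25C. Cells were ATM-null patient fibroblasts ([…], hTERT), dosed 60 min, then exposed to the DSB inducer NCS for 30 min.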
Mito fusion yeast – inhibitors of mitochondrial division or activators of mitochondrial fusion. hit rate 0.23% among 320,000. AID 485298. Potency, µM (series often up to 46.1 µM), inactives show at the highest dose growth rescue (activation), most hits filed as activators. S. cerevisiae fusion-defective mutant growth rescue, CellTiterGlo 48 h;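 note: potency is the fitted concentration of half-maximal effect; % of control where 0% means no effect; nearly all actives have a fitted effect of over 45% in size; temperature-sensitive fusion mutants such as fzo1-1 at 37 °C on non-fermentable ethanol glycerol medium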
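Read-out: ATP-based luminescence (CellTiterGlo, 10 min ambient) reporting growth of fusion-defective ts yeast after 48 hours at 37C on glycerol/ethanol YPEG medium in the presence of compound.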
Menin-MLL TR inh – menin-MLL binding inhibition, Texas Red mutant peptide | O00255 | Menin + Texas Red MLL mutant peptide, fluorescence polarization | Potency, µM (doses to about 61.6 µM), for the others: at the highest dose FP activity change, negative = inhibition, actives largely listed as inhibitors | hit rate 0.23% among 270,000 | AID 1768; active = well fitted inhibition curve with a large enough effect in the polarisation, with a control signal flat, not every such curve was filed as active; inconclusive = small, poorly fitted or top-dose-only effect, or effect the other way, or a change in a side signal; inactive = no such curve, though single readings can be large or run the other way; the % refers to the polarisation; note: potency is the fitted concentration of half-maximal effect; % of control where 0% means no effect; many of its hits are not listed in these tables
Target sequence (O00255 whole entry, looked up): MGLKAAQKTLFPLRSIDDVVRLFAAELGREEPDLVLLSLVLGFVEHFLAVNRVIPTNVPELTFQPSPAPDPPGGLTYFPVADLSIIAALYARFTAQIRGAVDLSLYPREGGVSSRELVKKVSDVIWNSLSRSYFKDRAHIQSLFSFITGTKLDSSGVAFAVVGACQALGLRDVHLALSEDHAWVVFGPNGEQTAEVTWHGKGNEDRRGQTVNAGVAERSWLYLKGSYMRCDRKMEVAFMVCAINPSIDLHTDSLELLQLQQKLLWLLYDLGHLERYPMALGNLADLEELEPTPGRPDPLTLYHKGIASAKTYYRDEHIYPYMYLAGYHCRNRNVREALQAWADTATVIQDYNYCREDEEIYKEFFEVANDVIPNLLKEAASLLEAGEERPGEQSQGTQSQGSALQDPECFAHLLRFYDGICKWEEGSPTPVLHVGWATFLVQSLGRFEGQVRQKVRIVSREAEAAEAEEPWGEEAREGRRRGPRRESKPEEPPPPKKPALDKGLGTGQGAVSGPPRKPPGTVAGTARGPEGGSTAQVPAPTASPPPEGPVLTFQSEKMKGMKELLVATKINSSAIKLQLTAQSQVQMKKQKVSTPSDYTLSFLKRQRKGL
PTAP TSG101 blk – blocks PTAP/TSG101 interaction to inhibit HIV-1 budding; Q99816; Fluorescence polarization, FITC-PTAP peptide / Tsg101 binding; Potency, µM (titrated, usually from 115 µM), for the others: top-dose activity change, negative = inhibition, hits mostly inhibitors; 340,000 tested, under 10 active; active = well fitted inhibition curve with a large enough effect in the main read-out, with a control signal flat, not every such curve was filed as active; inconclusive = small, poorly fitted or top-dose-only effect, or effect the other way, or a change in a side signal; inactive = no such curve, though single readings can be large or run the other way; note: potency is the fitted concentration of half-maximal effect; % of control where 0% means no effect
Target sequence (Q99816 whole entry, looked up): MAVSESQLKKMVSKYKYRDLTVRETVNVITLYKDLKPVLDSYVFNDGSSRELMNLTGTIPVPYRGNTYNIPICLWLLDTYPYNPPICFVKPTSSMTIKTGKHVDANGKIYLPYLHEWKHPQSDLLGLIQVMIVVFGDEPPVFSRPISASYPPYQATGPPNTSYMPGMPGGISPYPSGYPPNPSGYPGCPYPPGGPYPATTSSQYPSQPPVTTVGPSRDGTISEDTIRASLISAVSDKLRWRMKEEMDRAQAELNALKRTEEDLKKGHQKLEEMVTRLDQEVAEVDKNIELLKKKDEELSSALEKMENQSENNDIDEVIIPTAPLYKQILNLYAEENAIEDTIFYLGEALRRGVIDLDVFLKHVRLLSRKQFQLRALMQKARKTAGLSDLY
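Fluorescence polarization binding of Tsg101 binding domain (10 uM final) to FITC-labeled PTAP peptide (50 nM final) in HEPES pH 7.5 buffer with NaCl, Tween 20, EDTA, TCEP. Compounds added before peptide; binding 20 min at RT.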
TCR activator – activates T cell receptor signaling. primary human leukocytes, anti-CD3, IL-2 HTRF, 48 h. Potency, µM (titrated, usually from 9.22 µM), for inactives: at the highest dose activation of IL-2 secretion, hits mostly activators. 330,000 tested, under 10 active; note: % of control where 0% means no effect
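Readout: HTRF IL-2, Eu-cryptate/d2 antibody pair, 320nm excitation, 665nm emission. Stimulus: a-CD3 beads, no co-stimulation. Cells: primary human leukocytes. Exposure: 48 hr with compound.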
TSHR antag – human thyrotropin receptor antagonism. AID 504810. P16473. activity change, negative = inhibition, % at 11.5 µM. TSHR-expressing cells, TSH-stimulated cAMP HTRF, 2 h; hits give low values. hit rate 0.2% among 330,000;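 active = activity change below a set negative limit, meaning inhibition stronger than a set level, cut at about -70% in these data; inconclusive = activity change between two set negative limits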; note: % is set by controls: 0 for no effect and ±100 for the full control effect
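Competitive HTRF cAMP read-out (cryptate anti-cAMP antibody, cAMP-d2; 30 min, room temperature) in freshly harvested TSHR cells. Compounds added before TSH at EC80 (4nM final), followed by 2 hours' incubation at 37 deg C.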
* marks the source's active call; other numbers are inactive results; ? = inconclusive; / = no result given; & = joins results of further samples; [ ] = another dose, or the depositor's remark. Unless noted, calls come from the whole dose curve; as a rule, active = well fitted curve in the direction sought with a large enough effect; inconclusive = small, poorly fitted or top-dose-only effect, or another doubt; inactive = no such curve, though single readings can be large; an effect the other way counts as inactive or inconclusive. A portion of the library; count on the stated rates, not on these rows.

SMILES	MLL CXXC-DNA inh	MBNL1 CUG block	Integrin act MD	S-ASM inh	AT treatment	Mito fusion yeast	Menin-MLL TR inh	PTAP TSG101 blk	TCR activator	TSHR antag
CC(C)c1[nH]nc2c1C(c1cccnc1)C(C#N)=C(N)O2 (centres undefined)	-9%	-8%	-28%	0%	3%	1%	-1%	/	/	-4
Cc1nc(CN(C)Cc2nc(Cc3cccc(F)c3)no2)cs1	-6%	13%	7%	7%	5%	0%	3%	-2%	0%	-15
COc1ccc(-c2ccc3nnc(SCC(=O)NCC4CCCO4)n3n2)cc1 (centres undefined)	/	/	0%	/	-7%	-5%	/	-2%	0%	5
COC(=O)c1ccc(COC(=O)c2ccc(S(=O)(=O)N3CCC(C)CC3)cc2)o1	2%	-5%	-15%	-4%	5%	0%	-3%	0%	0%	4
CCOc1ccc(/C(C)=N/NC(=O)Cn2nc([N+](=O)[O-])cc2C)cc1	-6%	2%	-13%	0%	6%	-1%	/	0%	12%	1
COc1ccc2ccc(OCC(=O)NCC3CCCO3)cc2c1 (centres undefined)	/	/	17%	/	7%	-13%	/	-3%	-3%	-5
CC12CCC(C(=O)NC3CCCCC3)([C@H](Br)C1=O)C2(C)C (some centres undefined)	12%	0%	12%	0%	-11%	-2%	/	-3%	-3%	-6
C=CCc1cccc(CNc2nc3ccccc3n2C(C)C)c1O	-10%	-8%	-39%	-11%	4%	8%	?	/	/	11
CCn1cnc2c1c(=O)n(CC(=O)Nc1ccc(C(N)=O)cc1)c(=O)n2Cc1ccccc1	-15%	0%	-34%	1%	-10%	0%	/	-4%	-8%	18
COc1ccc(CNC(=S)Nc2ccccc2)cc1Cl	-2%	4%	-12%	-1%	-5%	-31%	41%[activator]	-8%	-5%	-4
O=C(c1cc2ccccc2o1)N1CCCC1	-8%	-14%	17%	-5%	-1%	7%	-17%	-3%	-5%	6
CCN1C(=O)N[C@@H](CCc2ccccc2)C(C(=O)OC)=C1C	/	/	3%	0%	/	/	-2%[11.7 µM]	/	-3%	/
CC12CCC(=O)N1C(C(=O)Nc1ccc(S(=O)(=O)N3CCCCC3)cc1)CS2 (centres undefined)	/	/	-6%	/	2%	3%	/	-3%	-6%	-6
CC(=O)c1ccc(NC(=S)N2CCCC2)cc1	15%	3%	22%	7%	1%	1%	4%	5%	0%	9
CC(C)NC(=O)NC(=O)COc1ccc(Br)cc1Br	-5%	/	-5%	-2%	-2%	18%	-2%	-2%	1%[46.1 µM]	2
CC(C)=CCC/C(C)=C/COc1ccc2ccc(=O)oc2c1	-4%	-3%	-3%	78%[activator]	?	0%	-7%&-5%&-20%&-11%	-3%	3%	-22
CC(c1ccco1)N(C(=O)c1ccccc1F)c1ccccn1 (centres undefined)	8%	-1%	-11%	4%	-2%	9%	-3%	-4%	5%	2
O=C(CN1CCN(S(=O)(=O)c2ccc(Br)cc2)CC1)Nc1ccc(F)cc1	0%	2%	-42%	-4%	0%	6%	-30%	-6%	-3%	-5
COc1cc(OC)c(C(=O)Nc2ccccc2-c2ccccc2)cc1OC	0%	-11%	14%	-26%	13%	16µM*	26%	0%	0%[46.1 µM]	0
O=c1[nH]c2cc3c(cc2cc1CN(CCN1CCOCC1)C(=S)NCC1CCCO1)OCO3 (centres undefined)	5%	4%	0%	43%[activator]	9%	4%	-1%	-1%	1%	-15
COc1c2c(nc3occc13)C(CC=C(C)C)(OC)C(=O)C=C2 (centres undefined)	-3%	-8%	2%	2%	-3%	0%	-11%&-1%	-4%	6%	24
CCCCCCCCCCCCN1[C@@H](CC(=O)OC)c2cc(F)ccc2S1(=O)=O	/	/	-24%	-1%	/	/	/	-1%	3%	/
O=C(CSc1nnc2scc(-c3ccccc3)n12)NCC1CCCO1 (centres undefined)	1%	-6%	27%	2%	3%	0%	1%	/	/	-2
O=C(CCNS(=O)(=O)c1ccc(Cl)cc1)N1CCOCC1	6%	-3%	1%	0%	20%	2%	-19%	-1%	-3%	54
COc1ccc(NC(=O)Nc2ccc(OC)c(OC)c2)c([N+](=O)[O-])c1	-5%	16%	24%	0%	-4%	-4%	11%	-1%	0%[46.1 µM]	-3
Next section
SMILES	MLL CXXC-DNA inh	MBNL1 CUG block	Integrin act MD	S-ASM inh	AT treatment	Mito fusion yeast	Menin-MLL TR inh	PTAP TSG101 blk	TCR activator	TSHR antag
CCCNC(=O)c1ccc(N2CCC3(CC2)CC(c2ccccc2)=NO3)c(N)c1	7%	-6%	-4%	4%	-8%	1%	1%	-4%	-4%	6
CCC(CC)C(=O)N1CCN(c2cccc(C)c2C)CC1	7%	2%	21%	-1%	/	0%	-9%	-1%	7%[46.1 µM]	-17
Cc1cc(Nc2cccc([N+](=O)[O-])c2)n2c(nc3ccccc32)c1C#N	-8%	1%	-66%[inhibitor]	-6%	15%	-2%	?	-3%	1%	-37
COC(=O)COc1cc(OCC(=O)OC)c2c(C)c(Cl)c(=O)oc2c1	-1%	/	3%	31%[activator]	3%	3%	-12%	-1%	-16%[46.1 µM]	5
CCOc1ccccc1CN1CCC(N2CCC(C(=O)NC3CC3)CC2)CC1	7%	-6%	-42%	-2%	-2%	-2%	7%	-3%	-4%	1
O=C(Nc1nnc(C2=COCCO2)o1)c1ccc(F)cc1	5%	1%	14%	3%	-1%	9%	11%	1%	7%	36
COc1ccc(CNS(=O)(=O)c2ccc3c(c2)C(C)(C)C(=O)N3C)cc1	15%	-1%	25%	4%	-4%	20%	-3%	-1%	1%	12
COc1cc(Nc2nnc(C)s2)c(Cl)cc1Cl	-2%	-4%	-5%	-2%	-1%	9%	10%	-1%	4%	10
CC(=O)OCCN(CCOC(C)=O)c1c(C)[nH]c(=O)[nH]c1=O	-3%	-6%	26%	6%	-5%	-1%	2%	-2%	0%	11
COc1ccc(CCNC(=O)c2sc3ccccc3c2Cl)cc1OC	12%	5%	-33%	0%	4%	?	9%	-8%	-3%[46.1 µM]	-18
Cc1ccc(S(=O)(=O)Nc2cccc(C(=O)N3CCN(c4ccccc4O)CC3)c2)cc1F	/	/	0%	-3%	-14%	-4%	/	-3%	2%	1
CCCNC(=O)Cn1cnc2sc(C(=O)N3CCN(c4ccc(F)cc4)CC3)c(C)c2c1=O	1%	-4%	-1%	-1%	-3%	-2%	7%	0%	1%	-2
N#Cc1cc2c(nc1SCc1ccccc1)CCCC2	10%	0%	18%	-1%	6%	-9%	1%	-3%	-1%	-1
CCOC(=O)C1(CCCc2ccccc2)CCN(C(=O)CCCn2cncn2)CC1	-12%	-12%	14%	-1%	7%	4%	-14%	-1%	-4%	-5
CCN(CC)S(=O)(=O)c1ccc(N2CCCC2)c(C(=O)OCC(=O)/C(C#N)=C(\C)N)c1	-3%	2%	8%	0%	-2%	-1%	-23%	-5%	-6%	26
CC1SC(=NC(=O)c2ccco2)NC1=O (centres undefined)	-4%	1%	-15%[7.66 µM]	1%	-9%	4%	-9%	-3%	-2%	-5
CC(C)(C)CC(=O)Nc1nnc(SCC(=O)NC2CCCC2)s1	3%	-15%	5%	4%	13%	-1%	?	-1%	-14%	-14
Cc1ccc(S(=O)(=O)N2CCN(CC(=O)NC(=O)NCc3ccco3)CC2)cc1C	-12%	-4%	-20%	-6%	-18%	1%	/	-2%	-4%	5
COc1ccc(CN2CCC(C(=O)Nc3ccc(Oc4cccnc4)cc3)CC2)c(C)c1C	-1%	2%	?	3%	-5%	-17%	/	-2%	2%	-13
COc1cc2c(cc1OC)CN(C(=S)Nc1ccccc1Cl)CC2	9%	-8%	0%	-2%	2%	-1%	17%	-5%	-8%	-7
CC1(CCc2ccc(O)cc2)NC(=O)NC1=O (centres undefined)	-4%	8%	14%	3%	/	-3%	-8%	-9%	1%	3
CCOC(=O)C1=C(CNCCc2ccc(Cl)cc2)NC(=O)NC1c1ccc2c(c1)OCO2 (centres undefined)	4%	-3%	-16%	-7%	1%	25%	?	-2%	9%	0
CCN(CC(=O)NCc1ccc(Cl)cc1)C(=O)/C=C/c1cccs1	-2%	12%	8%	1%	2%	5%	-7%	-6%	-20%	-1
CCOC(=O)c1c(NC(=O)CN2C(=O)NC3(CCCCC3C)C2=O)sc(C(=O)N(C)C)c1C (centres undefined)	/	/	-28%	-1%	1%	-1%	/	-5%	-2%	0
